Screening data: PubChem BioAssay, Dana-Farber Cancer Institute and Novartis Institutes for BioMedical Research (Cambridge, Mass)
USP30 inh: human USP30 deubiquitinase inhibition; 5.3% of 47,000 active; Q70CQ3; inhibition, % at 25 µM; purified USP30, Ub-rhodamine cleavage fluorescence
Target sequence (Q70CQ3 whole entry, looked up): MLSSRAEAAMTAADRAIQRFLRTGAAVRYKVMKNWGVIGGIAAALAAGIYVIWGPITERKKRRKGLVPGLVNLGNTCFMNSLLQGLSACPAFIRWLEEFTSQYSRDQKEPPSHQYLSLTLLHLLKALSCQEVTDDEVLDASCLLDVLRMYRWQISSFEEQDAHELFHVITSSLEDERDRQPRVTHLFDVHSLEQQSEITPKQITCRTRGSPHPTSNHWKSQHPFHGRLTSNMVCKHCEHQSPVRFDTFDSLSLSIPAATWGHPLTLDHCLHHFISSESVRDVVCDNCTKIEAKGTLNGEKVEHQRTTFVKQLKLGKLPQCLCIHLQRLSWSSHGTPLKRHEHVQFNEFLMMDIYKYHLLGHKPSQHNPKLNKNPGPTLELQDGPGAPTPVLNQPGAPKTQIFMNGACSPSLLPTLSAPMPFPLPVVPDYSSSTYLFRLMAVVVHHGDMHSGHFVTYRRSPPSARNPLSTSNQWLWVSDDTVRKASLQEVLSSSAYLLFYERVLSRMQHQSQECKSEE
USP8 block: inhibitors of human USP8 deubiquitinase; purified USP8, Ub-rhodamine cleavage fluorescence, 30 min; P40818; inhibition, % at 20 µM; 4.2% of 47,000 active
USP17 inh: inhibitors of human USP17 deubiquitinase. A8MUK1. purified USP17, Ub-rhodamine cleavage fluorescence, 3 h. inhibition, % at 50 µM. 6.5% of 47,000 active
USP10 block: blocks human USP10 ubiquitin-rhodamine cleavage; purified USP10, Ub-rhodamine fluorescence, 60 min; inhibition, % at 20 µM; 1.1% of 47,000 active; AID 1645856
USP7 inh: human USP7 deubiquitinase inhibition | Q93009 | purified USP7, Ub-rhodamine cleavage fluorescence | inhibition, % at 20 µM | 0.3% of 47,000 active | AID 1645854
OTUD3 inh: inhibitors of human OTUD3 deubiquitinase; inhibition, % at 25 µM; 0.7% of 47,000 active; Q5T2D3; AID 1645858; purified OTUD3, Ub-rhodamine fluorescence, 2 h
UCHL1 inh: blocks human UCHL1 ubiquitin-rhodamine cleavage | P09936 | purified UCHL1, Ub-rhodamine cleavage fluorescence | inhibition, % at 20 µM | 0.2% of 47,000 active | AID 1645859
Target sequence (P09936 whole entry, looked up): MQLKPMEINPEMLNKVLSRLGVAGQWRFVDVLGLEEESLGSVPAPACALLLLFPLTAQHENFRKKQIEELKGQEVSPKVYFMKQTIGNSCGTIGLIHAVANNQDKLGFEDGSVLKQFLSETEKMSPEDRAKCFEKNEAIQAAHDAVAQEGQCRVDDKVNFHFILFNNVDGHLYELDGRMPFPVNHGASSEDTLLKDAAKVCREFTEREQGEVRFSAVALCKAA
USP28 block: human USP28 deubiquitinase inhibition; Q96RU2; purified USP28, Ub-rhodamine cleavage fluorescence, 30 min; inhibition, % at 25 µM; 3% of 47,000 active
Numbers without * were called inactive; i = inactive; / = no result given. No stated cut-off is given here; in the data, active means inhibition above about 30%; inactive means the rest.

1) CC(O)(CS(=O)(=O)c1ccc(Cl)cc1)CS(=O)(=O)c1ccccc1Cl (stereo not given)
2) CC(=O)N1c2ccc(S(=O)(=O)N3CCOCC3)cc2CC1C (stereo not given)
3) COc1cccc(N2CCN(C(=O)Nc3ccc4c(c3)NC(=O)CO4)CC2)c1
4) O=C1NC2(CCN(Cc3cccc(F)c3)CC2)N=C1c1cccc(F)c1
5) COC(=O)C1CCN(C(=O)c2cc(S(=O)(=O)N3CCCCC3)ccc2Cl)CC1
6) Cc1ccc(NC(=O)c2cc(CN3CCOCC3)on2)c(Cl)c1
7) O=S1(=O)NCC2(CCN(Cc3cccnc3)CC2)COc2ccccc21
8) Cc1cc(C)n(CC(=O)N2CCC3(CC(Nc4ccncn4)C3)C2)n1 (stereo not given)
entry no.,1,2,3,4,5,6,7,8
USP30 inh,-11,16,70*,2,25,-8,-9,-53
USP8 block,-3,-2,16,0,5,0,0,-27
USP17 inh,-10,9,45*,0,6,-13,-20,-30
USP10 block,3,-1,7,0,1,2,0,-8
USP7 inh,0,5,4,0,0,0,-12,1
OTUD3 inh,-6,12,14,12,15,-5,-3,-6
UCHL1 inh,-1,3,2,2,1,-1,-2,-7
USP28 block,-9,10,26,7,11,-14,0,-23

9) Cc1ccc(CC(=O)NCC(=O)Nc2nc3ccccc3[nH]2)cc1
10) COc1ccc(C(=O)Nc2ncc3c(n2)CC(c2ccc(OC)c(OC)c2)CC3=O)cc1 (stereo not given)
11) O=C(C1CCCC1)N1Cc2ccccc2CC2(CCCN2Cc2ccncc2)C1 (stereo not given)
12) Cc1csc2nc3n(c(=O)c12)CCN(Cc1cnc[nH]1)CC3
13) CN(Cc1ccccc1)C(=O)C1CCCN(c2cnc3nccnc3c2)C1 (stereo not given)
14) CCC1CCCCN1C(=O)CCc1c(C)nc2nc(NCc3cccs3)[nH]n2c1=O (stereo not given)
15) CN(C)CCNC(=O)c1ccnn1-c1ccc2ccc(-c3ccncc3)cn12
16) O=C(Nc1cccc(Cl)c1)N1CCC(c2cc(-c3ccco3)n[nH]2)CC1
entry no.,9,10,11,12,13,14,15,16
USP30 inh,-15,-4,-140,6,-399,-3,/,-79
USP8 block,6,-11,-47,-9,-109,-13,-21,80*
USP17 inh,45*,8,-40,-12,-88,-1,-155,64*
USP10 block,6,-3,-5,1,-12,1,-2,-5
USP7 inh,4,-4,-21,0,-48,2,-18,-7
OTUD3 inh,-1,-13,-34,0,-66,0,1,33*
UCHL1 inh,3,1,-14,-1,-41,0,-19,-12
USP28 block,10,-11,-35,-1,-118,0,/,39*

17) CCn1cc(-c2ccnc3cc(C(=O)N4CCC(F)(F)CC4)nn23)c(C)n1
18) CC(NC(=O)CCOc1ccccc1)c1ccccc1 (stereo not given)
19) CCn1c(CNC(=O)c2ccco2)nnc1SCC(=O)Nc1cccc(F)c1
20) Cc1ccnc(C2CCN(C(=O)CCn3nnc4ccccc43)C2)n1 (stereo not given)
21) Cc1nn(-c2ccc(F)cc2)c(C)c1S(=O)(=O)N1CCC(C(=O)N2CCCC2)CC1
22) CCn1c(C)ccc(-c2noc(CCC(=O)Nc3nnc(COC)s3)n2)c1=O
23) CN1CC2CN(S(=O)(=O)c3cccc(C#N)c3)CCN2Cc2ccccc21 (stereo not given)
24) CN(C)Cc1ccc(C2CCCN2C(=O)c2ccc3n[nH]nc3c2)nc1 (stereo not given)
entry no.,17,18,19,20,21,22,23,24
USP30 inh,-13,4,0,4,21,18,i,19
USP8 block,-44,-1,6,7,17,-223,-8,3
USP17 inh,-23,-3,0,9,7,-3,-199,3
USP10 block,0,-1,4,2,0,1,-7,0
USP7 inh,-10,-15,0,4,0,7,-131,1
OTUD3 inh,-6,-1,0,11,9,12,-186,10
UCHL1 inh,-3,-1,-2,1,0,3,-155,0
USP28 block,-9,0,1,3,1,9,-221,9

25) Brc1ccc(Nc2nc(-c3ccccn3)nc3ccccc23)cc1
26) CN1CCN(C(=O)c2cc3cc(F)ccc3n2C)CC(C(N)=O)C1 (stereo not given)
27) CCCNC(=O)c1nn(-c2ccc(F)cc2)c2c1CCCCC2
28) FC(F)(F)c1cccc(CSc2ccc3nnc(-c4ccccn4)n3n2)c1
29) CCCCOc1ccc(-c2nc(-c3ccccc3)c3ccccn23)cc1
30) Cn1cc(CC(=O)NC2CC2)c2cccnc21
31) CCc1noc(-c2ccn3c(CC(=O)Nc4ccccc4)nnc3c2)n1
32) CCC(NC(=O)Cc1c(C)c2c(O)cc(C)cc2oc1=O)C(=O)O (stereo not given)
entry no.,25,26,27,28,29,30,31,32
USP30 inh,90*,-2,10,32*,9,30,-59,0
USP8 block,93*,0,2,2,27,14,2,6
USP17 inh,52*,2,4,-1,15,9,-16,-4
USP10 block,20,-7,0,1,-5,0,5,2
USP7 inh,16,-3,-13,-9,6,2,0,/
OTUD3 inh,51*,2,9,-3,23,16,-12,3
UCHL1 inh,4,0,1,-2,5,1,0,0
USP28 block,93*,-3,23,78*,7,14,-14,0

Single records (already shown). Values in the order: USP30 inh	USP8 block	USP17 inh	USP10 block	USP7 inh	OTUD3 inh	UCHL1 inh	USP28 block
Entry for `COc1cccc(N2CCN(C(=O)Nc3ccc4c(c3)NC(=O)CO4)CC2)c1` = 70*	16	45*	7	4	14	2	26
Entry for `CCC1CCCCN1C(=O)CCc1c(C)nc2nc(NCc3cccs3)[nH]n2c1=O` (stereo not given) = -3	-13	-1	1	2	0	0	0
Entry for `CN(Cc1ccccc1)C(=O)C1CCCN(c2cnc3nccnc3c2)C1` (stereo not given) = -399	-109	-88	-12	-48	-66	-41	-118

Carrying on:
33) O=S(=O)(N1CCOCC1)N1C[C@@H]2c3nccn3-c3ccccc3[C@@H]2C1
34) O=C(NC1CCCCC1)C1CN(S(=O)(=O)c2cc(F)ccc2F)CC12CCOCC2 (stereo not given)
35) O=C(COC(=O)c1cc(S(=O)(=O)N2CCOCC2)ccc1O)NCCc1ccccc1
36) CCCCNC(=O)C1CCN(c2ccc(N3CCCCC3)nn2)CC1
37) Cc1cc(C(=O)Nc2nc3c(s2)CN(C(=O)c2cc(-c4ccccc4)n[nH]2)CC3)no1
38) O=C(NCc1ccnc(C2CCCOC2)n1)C1CCCCC1 (stereo not given)
39) O=C(Nc1ccc(Cl)cc1F)c1cc(-c2ccncc2)n[nH]1
40) CC1CCCN(CCCNC(=O)c2ccc3c(c2)NC(=O)C2CCCN32)C1 (stereo not given)
entry no.,33,34,35,36,37,38,39,40
USP30 inh,-3,13,4,28,-177,1,74*,-168
USP8 block,2,4,-21,-3,-103,1,-2,30
USP17 inh,4,7,-4,8,-62,0,67*,-30
USP10 block,0,1,1,-3,-5,2,6,-5
USP7 inh,-2,3,2,3,-1,1,3,-64
OTUD3 inh,-3,10,3,11,-14,-4,8,-36
UCHL1 inh,-5,5,-2,1,-4,0,0,-54
USP28 block,-2,4,11,15,-66,0,25,-51

41) CCn1c(COc2cccc(C(F)(F)F)c2)nnc1SCc1ccc(Cl)cc1
42) N#Cc1ccccc1Sc1ccccc1C(=O)Nc1ccc(Cl)cc1
43) Cc1cc(CN2CC[C@H]3C[C@@H](C(=O)Nc4cccnc4C)O[C@@H]3C2)no1
44) O=C(Nc1nnc(C2CC2)s1)c1ccc2c(=O)n3c(nc2c1)CCCCC3
45) COc1ccc2c(c1)C[C@@H](c1cccnc1)N[C@H]2c1ccncc1
46) O=C(c1ccccc1)N1CC[C@@H]2CN(C(=O)c3ccc(O)cc3)[C@@H]2C1
47) CCC(C)[C@H](NC(=O)[C@H](Cc1ccccc1)n1c(=O)[nH]c2ccccc2c1=O)C(=O)N1CCC[C@@H]1C(=O)O (stereo not given in full)
48) Cn1nnc2c1CCN(C(C(=O)N1CCCCC1)c1ccccc1)C2 (stereo not given)
entry no.,41,42,43,44,45,46,47,48
USP30 inh,58*,4,13,-42,-3,-6,-10,-10
USP8 block,11,3,-89,-3,-4,-3,-18,5
USP17 inh,36*,0,4,-7,1,-7,1,-3
USP10 block,18,8,0,3,-9,0,1,0
USP7 inh,-29,2,5,1,-4,2,2,-1
OTUD3 inh,24,0,10,-10,-4,-1,-3,0
UCHL1 inh,9,1,0,0,-4,-1,-2,-2
USP28 block,59*,-8,11,-15,-4,-11,-3,-4

As entered above.
Under USP28 block, #42 shows -8
Under USP30 inh, #47 shows -10
Under USP17 inh, #45 shows 1
Under USP30 inh, #48 shows -10
Under OTUD3 inh, #43 shows 10
Under USP7 inh, #46 shows 2

(listing goes on)
49) CCn1ccc2c(cc(C(=O)Nc3ccccc3C)n2C)c1=O
50) COc1cc2[nH]c(=O)n(CCC(=O)NCc3ccc(C)o3)c(=O)c2cc1OC
51) Cc1sc2ncnc(NCCN3CCOCC3)c2c1C
52) O=C(NCCCN1CCOCC1)c1cc(-c2ccc(F)cc2)nc2ccccc12
53) COc1cccc(C(=O)NCc2cc(-c3ccc(F)cc3F)on2)c1OC
54) Brc1cnc(N2CCC3(CC2)OCCO3)nc1
55) CC(Oc1ccccc1)C(=O)Nc1ccc(-c2cn3cccnc3n2)cc1 (stereo not given)
56) CCn1c(C)nnc1SCC(=O)Nc1ccc(N2CCOCC2)cc1
entry no.,49,50,51,52,53,54,55,56
USP30 inh,-1,0,14,-29,40*,14,4,-11
USP8 block,1,4,17,-20,-7,11,-3,0
USP17 inh,/,6,9,-17,0,1,41*,-7
USP10 block,2,0,0,-6,-3,0,0,1
USP7 inh,-3,-2,5,-5,-4,2,0,4
OTUD3 inh,1,1,6,-5,-6,7,4,-10
UCHL1 inh,-2,-2,3,-4,-2,1,2,-4
USP28 block,16,1,4,-17,0,1,0,-2

Two records picked at random from the list so far:
52) O=C(NCCCN1CCOCC1)c1cc(-c2ccc(F)cc2)nc2ccccc12
49) CCn1ccc2c(cc(C(=O)Nc3ccccc3C)n2C)c1=O
entry no.,52,49
USP30 inh,-29,-1
USP8 block,-20,1
USP17 inh,-17,/
USP10 block,-6,2
USP7 inh,-5,-3
OTUD3 inh,-5,1
UCHL1 inh,-4,-2
USP28 block,-17,16

Next part
57) CNc1nc(C2CCCCN2Cc2ccc3ncccc3c2)nc2c1CCN(C(C)=O)C2 (stereo not given)
58) Fc1ccc2nc(CN3CCN(c4ccccc4)CC3)cn2c1
59) CN1CCCc2cc(C(=O)N3CCCC3)sc21
60) CCCCN1Cc2sc(NC(=O)Nc3ccccc3C)nc2C1=O
entry no.,57,58,59,60
USP30 inh,-26,-29,-28,8
USP8 block,-8,-5,-6,18
USP17 inh,-11,-15,-3,4
USP10 block,-1,-5,-2,23
USP7 inh,-6,-1,-13,11
OTUD3 inh,-12,-1,3,-2
UCHL1 inh,-5,-4,0,2
USP28 block,-13,-12,7,1

Not a hit list. About 13% of those tested had a hit in this group.
